# E-selectin induc – E-selectin induction on HUVECs; HUVEC E-selectin immunofluorescence imaging; normalized: neutral wells 0, TNF-alpha wells 100; activation, % at 7.58 µM; 0.37% of 260,000 active; AID 686992;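 active = mean E-selectin-positive cell signal at least 10% of the positive control, reached in at least 60% of replicates, without over 20% cell loss; inconclusive = no rule given, readout overlaps actives, possibly toxicity-flagged; inactive = the rest, including those meeting only one limit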;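 also: in these data hits start at about 27%; measured in HUVEC primary endothelial cells; signal is the percent of cells scored E-selectin positive by PE staining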
# Target sequence (P16581 whole entry, looked up): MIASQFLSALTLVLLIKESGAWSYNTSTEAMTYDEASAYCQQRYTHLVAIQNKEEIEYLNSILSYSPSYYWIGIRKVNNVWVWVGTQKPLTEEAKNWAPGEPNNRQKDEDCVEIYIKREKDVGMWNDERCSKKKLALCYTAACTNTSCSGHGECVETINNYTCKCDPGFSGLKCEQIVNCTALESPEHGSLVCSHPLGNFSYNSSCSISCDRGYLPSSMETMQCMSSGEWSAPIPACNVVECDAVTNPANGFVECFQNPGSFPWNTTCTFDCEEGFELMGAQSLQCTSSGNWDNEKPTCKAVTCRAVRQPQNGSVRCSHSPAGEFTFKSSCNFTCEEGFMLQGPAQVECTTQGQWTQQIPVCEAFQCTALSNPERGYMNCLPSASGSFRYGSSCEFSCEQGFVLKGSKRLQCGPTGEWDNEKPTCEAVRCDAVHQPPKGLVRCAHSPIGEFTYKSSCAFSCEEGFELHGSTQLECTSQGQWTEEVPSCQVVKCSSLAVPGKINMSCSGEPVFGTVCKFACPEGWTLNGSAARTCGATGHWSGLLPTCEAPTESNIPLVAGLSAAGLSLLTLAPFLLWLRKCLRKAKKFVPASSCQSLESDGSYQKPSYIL
#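 Material: HUVEC primary endothelial cells; Amount: 3,000 cells per well; Dosing: single concentration; Medium: EGM-2 growth medium on 0.1% gelatin-coated wells; Read-out basis: percent E-selectin-positive cells; Signal: immunofluorescence imaging; Control set: TNF-alpha, DMSO.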
# RAD52 inh – inhibitors of human RAD52 DNA annealing | P43351 | recombinant RAD52 DNA annealing, FRET fluorescence | inhibition, % at 18.7 µM | 0.46% of 360,000 active | AID 651710;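 active = every replicate showing at least 50% inhibition; inconclusive = mean inhibition at least 50% but not in every replicate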
# Target sequence (P43351 whole entry, looked up): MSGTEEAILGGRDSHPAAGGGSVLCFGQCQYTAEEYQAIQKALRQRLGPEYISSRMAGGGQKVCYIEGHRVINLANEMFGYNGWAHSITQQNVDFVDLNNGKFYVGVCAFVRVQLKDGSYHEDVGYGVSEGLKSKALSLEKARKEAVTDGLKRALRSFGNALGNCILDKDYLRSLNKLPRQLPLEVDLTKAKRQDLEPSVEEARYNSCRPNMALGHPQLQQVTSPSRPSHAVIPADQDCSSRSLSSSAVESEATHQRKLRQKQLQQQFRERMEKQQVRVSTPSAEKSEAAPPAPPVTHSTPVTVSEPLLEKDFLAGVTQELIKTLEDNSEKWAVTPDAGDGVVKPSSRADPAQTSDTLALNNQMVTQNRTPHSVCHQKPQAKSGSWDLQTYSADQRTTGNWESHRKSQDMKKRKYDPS
# ERAP1 inh – blocks human ERAP1 aminopeptidase activity; recombinant ERAP1, Leu-AMC fluorescence, 60 min; Q9NZ08; 0.15% of 340,000 active; AID 652197; inhibition, % at 10.7 µM;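 active = mean replicate inhibition of at least 30%, or all replicates individually reaching that 30% level; inactive = mean below 30% and not every replicate reaching it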;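 also: 0% = neutral control wells and 100% = L-leucinethiol positive control wells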
# Active calls of the source: *; i = inactive; ? = inconclusive. A portion of the library, so the mix of outcomes need not match the whole.
SMILES,E-selectin induc,RAD52 inh,ERAP1 inh
CC(C)(C)C(c1nc2ccccc2[nH]1)n1c(-c2ccsc2)nc2ccccc21 (stereo not drawn),-0.1,-1.2,2.4
O=C(O)[C@H](CSCc1ccccc1)NS(=O)(=O)c1ccc(F)cc1,-0.2,-9.2,-3.1
N#CC1C(=O)NC(=O)C(C#N)C12CCCCC2 (stereo not drawn),0.4,-6.3,5.3
Cc1cccc(/C(N)=N/OC(=O)c2ccc(Cl)cc2Cl)c1,0.3,-3.4,0.7
CCCCNC(=O)c1nc(C2CCN(S(=O)(=O)c3ccc(S(C)(=O)=O)cc3)CC2)oc1-c1ccccc1,0.0,-7.8,1.1
CC(C)(C)c1ccc(S(=O)(=O)N2CCC(O)(c3ccc(Cl)cc3)CC2)cc1,-0.2,-11.6,2.5
O=C(c1ccccc1)N1CN2CN(C(=O)c3ccccc3)CC([N+](=O)[O-])(C2)C1,-1.3,-0.4,3.1
O=[N+]([O-])c1ccc2[nH]c(=S)sc2c1,0.4,-11.0,7.5
O=C(/C=C/c1c(F)cccc1Cl)NCc1ccco1,1.0,-22.7,5.1
O=C(Nc1ccc([N+](=O)[O-])cc1)c1cncc(Br)c1,5.0,-2.8,2.6
c1ccc(C2CCC(N3CCNCC3)CC2)cc1 (stereo not drawn),1.9,-11.3,4.4
CN1CCN(C2CN(Cc3cn(Cc4ccc(F)cc4)nn3)S(=O)(=O)C2)CC1 (stereo not drawn),-0.2,-7.6,7.0
COc1ccc2nc(NC(=O)C3=NN(c4ccccc4)C(=O)CC3)sc2c1,-0.9,-18.4,0.6
O=C1c2cccc3cccc(c23)C(c2nc3ccccc3[nH]2)N1C1CC1 (stereo not drawn),0.0,-41.5,7.7
O=C(COC(=O)CNC(=O)c1cc(Cl)cc([N+](=O)[O-])c1)NC(=O)NCc1ccco1,0.0,-12.9,0.2
Cc1ccc(S(=O)(=O)NCc2ccc3c(c2)OCO3)cc1,-0.4,-4.4,9.1
COc1ccc(S(=O)(=O)NC(C(=O)NCCc2ccccn2)C(C)C)cc1 (stereo not drawn),2.5,-6.5,5.7
CCCCN(C(=O)C1CC(=O)N(CCc2ccc(OC)c(OC)c2)C1)c1c(N)n(CCCC)c(=O)[nH]c1=O (stereo not drawn),-1.2,-22.0,4.6
O=C(NNc1cc(N2CCCC2)nc(N2CCCC2)n1)c1ccc([N+](=O)[O-])cc1,-0.7,-15.6,0.8
C[C@@H]1CN([C@H](C)CO)C(=O)c2c(c3ccccc3n2C)-c2ccccc2CO[C@@H]1CN(C)Cc1ccc2c(c1)OCO2,-3.5,22.4,-2.9
Cc1ccc(-c2nc(C=Nc3ccc(O)cc3)c(O)o2)cc1,-2.7,-294.5,-0.5
O=C(NCc1ccccc1)c1ccc(OCC2CCCO2)cc1 (stereo not drawn),-0.3,-12.4,2.3
CCOC(=O)C(CC)(CC)C(=O)/C=C/c1ccc(OC)cc1,13.0,-0.3,-1.2
CCOc1ccccc1NC(=O)CC1SC(=N)N(c2ccccc2)C1=O (stereo not drawn),-2.1,-2.4,4.9
COc1ccc(N=C2C(=O)N3CCCc4cccc2c43)cc1,-1.4,-6.8,0.7
COC(=O)[C@@]12C[C@@H](CC(=O)N3CCN(C(=O)c4ccco4)CC3)C(=O)N(Cc3ccccc3)C1=CCC(C)(C)C2,-0.2,3.1,-5.2
CC(Oc1ccc2c3c(c(=O)oc2c1)CCC3)C(=O)NCc1cccnc1 (stereo not drawn),-0.1,-11.8,2.6
COc1cccc(CNC(=O)[C@H]2CCCN2C(=O)[C@H]2CCCN2C(=O)c2ccccc2)c1,0.6,-0.6,-2.6
Cc1ccc(-c2cccc(CN3CCN(C(C)C)C(CCO)C3)c2)o1 (stereo not drawn),-0.2,0.9,0.8
COc1cccc(C(=O)N[C@H](C(=O)N2CCC[C@H]2C(=O)NC2CCCC2)C2CCCCC2)c1,0.0,3.1,3.2
CC(OC(=O)c1ccc2ncsc2c1)C(=O)N1CCCC1 (stereo not drawn),0.0,-3.5,-2.0
COc1ccc(NC(=O)CN(C)C(=O)c2cccnc2Sc2ccc(C)c(C)c2)cc1,0.4,-6.6,-10.4
CCCc1cc(-c2n[nH]c(=S)n2CC(C)C)cs1,-0.5,-2.8,1.3
O=C(Cn1nc(-c2ccccc2)ccc1=O)Nc1ccc(N2CCN(C(=O)c3cccs3)CC2)cc1,3.7,-38.2,1.1
COc1ccc(C(=O)OCC(=O)C(C)(C)C)cc1S(=O)(=O)N(C)CCc1cccnc1,-0.2,-5.8,-2.2
COc1ccc2c3c(n(C)c2c1)[C@@H](CO)N(C(=O)Cc1ccccc1)CC31CCN(C(=O)Cc2ccccc2)CC1,0.0,2.4,-3.1
CC(C)(C)Sc1ccc(/C=N/O)cc1[N+](=O)[O-],-0.2,-5.1,1.7
CNC(=O)OCc1cocc1COC(=O)NC,0.1,5.0,0.8
COC(=O)C1=C(C)N(Cc2ccccc2C(F)(F)F)C(=NCc2ccc(OC)cc2)NC1c1ccccc1C(F)(F)F (stereo not drawn),0.6,2.1,-1.9
Clc1nnc(Cl)c2c1ncn2Cc1ccccc1,-0.1,2.9,0.9
O=C(NCc1ccccc1)[C@H]1CCCN1C(=O)[C@H]1CCCN1C(=O)c1ccc(F)cc1,0.1,-4.4,3.5
O=C(O)/C=C/c1ccc(S(=O)(=O)Nc2ccc(C(=O)NCC(=O)O)cc2)cc1,7.6,-23.4,0.1
Cc1ccc2nc(-c3ccccc3)c(CN3CCSCC3)n2c1,-0.7,-8.3,-4.8
CC(=O)N1N=C(C)CC1c1ccc(OCc2ccccc2)cc1 (stereo not drawn),-1.5,-0.2,3.4
Cn1c(N)c(C(=O)COC(=O)c2cccc(S(=O)(=O)N3CCOCC3)c2)c(=O)n(C)c1=O,0.4,1.0,0.0
COC(=O)[C@]12CCCCC=C1N(Cc1ccco1)C(=O)[C@H](CC(=O)NCc1ccccc1)C2,-0.1,-7.8,-0.4
O=C(Nc1ccc2oc(-c3ccncc3)nc2c1)c1ccc2c(c1)OCO2,-1.9,-12.7,2.0
O=C(CCNC(=O)c1ccccc1Cl)Nc1nc(-c2ccc(F)cc2)cs1,-2.6,-10.5,11.9
O=C(NCc1ccco1)C(=S)N1CCCCC1,3.4,-31.8,5.2
c1ccc2nc(-c3nccs3)ccc2c1,3.0,-16.3,3.3
# (list continues)
SMILES,E-selectin induc,RAD52 inh,ERAP1 inh
CCOc1ccc(NC(=O)c2c3c(nc4ccccc24)CCC3)cc1,-0.1,-11.7,0.6
O=C(CCc1nc2ccccc2s1)OCc1ccccc1F,1.4,-3.1,-0.8
COc1ccc(N2CCN(C(c3ccco3)c3sc4nc(C)nn4c3O)CC2)cc1 (stereo not drawn),-0.1,-15.0,-0.1
Cc1ccc(S(=O)(=O)C[C@@H]2OC[C@H](CO)N2S(=O)(=O)c2ccc(C)cc2)cc1,0.4,-2.3,-2.2
c1cncc(Oc2ccc(NCCc3c[nH]c4ccccc34)cc2)c1,0.6,6.2,-0.5
O=C(COC(=O)Cn1cnc2ccccc2c1=O)Nc1ccc(Cl)cc1,0.3,-16.3,5.5
COc1ccccc1-c1ccc([C@H]2[C@@H](CO)N[C@@H]2CNC(=O)C2CC2)cc1,0.0,-70.4,-3.0
NC1=NC2(CS1)CSC(N)=N2,-0.2,-9.3,-2.1
CC12CC3CC1C(C(=O)O2)C3C(=O)O (stereo not drawn),1.2,-17.2,1.0
CSCCC(NC(=O)c1ccccc1Br)C(=O)NCC1CCCCC1 (stereo not drawn),1.1,-12.9,3.8

# One compound at a time, as listed above:
# CC12CC3CC1C(C(=O)O2)C3C(=O)O (stereo not drawn) as listed: E-selectin induc = 1.2; RAD52 inh = -17.2; ERAP1 inh = 1.0
# O=C(CCc1nc2ccccc2s1)OCc1ccccc1F as listed: E-selectin induc = 1.4; RAD52 inh = -3.1; ERAP1 inh = -0.8

# Next part:
SMILES,E-selectin induc,RAD52 inh,ERAP1 inh
Cc1ccccc1NC(=O)c1snc2c(=O)[nH]cnc12,-0.4,-4.2,-4.4
CC1(C)OC(=O)C2=C(C[C@@H](C3CCCC3)O[C@H]2c2ccc(Cl)cc2)O1,-0.2,-5.4,9.9
COC(=O)Cn1c(=NC(=O)c2ccc(OC)cc2)sc2cc(OC)ccc21,-1.5,-15.8,-6.0
CC(C)Cn1c(SCC(=O)N(C)c2c(N)n(Cc3ccccc3)c(=O)[nH]c2=O)nc2ccccc21,0.3,-3.3,1.3
CCc1cc(C(=O)N2CCCC(C(=O)c3cccc4ccccc34)C2)n(C)n1 (stereo not drawn),4.0,-15.5,1.0
C[C@H]1CN([C@@H](C)CO)C(=O)c2c(c3ccccc3n2C)-c2ccccc2CO[C@@H]1CN(C)Cc1cccc(O)c1,-0.4,32.3,0.6
CC(C)(C)c1ccc(/C=C/C(=O)Nc2cccnc2)cc1,0.3,-13.5,0.8
CCOC(=O)c1c(C)[nH]c(C)c1C(=O)CSc1nc2ccccc2c(=O)n1-c1ccc(Cl)cc1,1.5,-25.8,1.1
COc1ccc2c3c([nH]c2c1)[C@H](CO)NCC31CCN(C(=O)C2CCCC2)CC1,-0.4,-76.9,-1.8
CC(C)(C)CNC(=O)c1cc2c(Br)ccc(Br)c2nc1N,5.0,-14.5,-2.7

# Not a retest: 6 of the compounds above.
SMILES,E-selectin induc,RAD52 inh,ERAP1 inh
Cc1ccccc1NC(=O)c1snc2c(=O)[nH]cnc12,-0.4,-4.2,-4.4
CC1(C)OC(=O)C2=C(C[C@@H](C3CCCC3)O[C@H]2c2ccc(Cl)cc2)O1,-0.2,-5.4,9.9
COC(=O)Cn1c(=NC(=O)c2ccc(OC)cc2)sc2cc(OC)ccc21,-1.5,-15.8,-6.0
CC(C)Cn1c(SCC(=O)N(C)c2c(N)n(Cc3ccccc3)c(=O)[nH]c2=O)nc2ccccc21,0.3,-3.3,1.3
CCc1cc(C(=O)N2CCCC(C(=O)c3cccc4ccccc34)C2)n(C)n1 (stereo not drawn),4.0,-15.5,1.0
C[C@H]1CN([C@@H](C)CO)C(=O)c2c(c3ccccc3n2C)-c2ccccc2CO[C@@H]1CN(C)Cc1cccc(O)c1,-0.4,32.3,0.6

# Next part
SMILES,E-selectin induc,RAD52 inh,ERAP1 inh
COc1cccc(NC(=O)C(=O)NCC2CCCN2S(=O)(=O)c2ccccc2)c1 (stereo not drawn),2.1,-41.3,-4.0
CC(C)C[C@H]1CN(CCCC[C@H]2CNC(=O)C(=O)N2CCc2ccccc2)C(=O)C(=O)N1Cc1ccccc1,1.6,-6.2,2.9
N#Cc1ccc(-c2ccc3c(c2)[C@H]2[C@H](CCN2C(=O)C2CCCC2)[C@@H](CO)N3)cc1,0.4,-9.8,-8.3
COc1ccccc1Nc1nc(N)nc(CSc2nccn2C)n1,1.8,-18.2,1.7
CCOc1c(C(N)=O)cc([N+](=O)[O-])cc1[N+](=O)[O-],-0.1,-3.7,7.4
COc1cc(NC(=O)c2cccnc2)ccc1-c1cc2ccccc2oc1=O,0.2,-6.2,5.3
Cc1cc(-c2ccc(/C=N/n3cnnc3)o2)ccc1Cl,?,i,11.6
COC(=O)CN1C(=O)N/C(=C/c2ccccc2OC)C1=O,0.1,-4.2,3.5
O=C(O)c1c(NC(=O)N2CCCC2)sc2c1CCCC2,-0.1,-17.9,-1.2
O=C(CN1CCOCC1)n1c2c(c3ccccc31)CCCC2,-0.3,-13.2,25.1
Cc1c(O)cnc2nn(-c3ccccc3)c(=N)n12,-0.2,-11.9,1.3
COc1cccc(CNC(=O)[C@@H]2CCCN2C(=O)[C@@H]2CCCN2C(=O)OC(C)(C)C)c1,0.1,-13.3,-1.8
O=C(N/N=C/c1c(Cl)cccc1Cl)c1n[nH]c2c1CCCC2,-0.2,-11.9,-2.3
CC(=O)c1ccc(S(=O)(=O)N(CC(=O)NC2CC2)Cc2ccc(F)cc2)cc1,-0.2,-9.3,0.7
CN(C)S(=O)(=O)N1CCC(Oc2ccc(C(=O)NC3CCCCC3)cc2)CC1,-0.6,-21.2,0.6
CCOC(=O)c1cc(CC)sc1NC(=O)COC(=O)c1ccccn1,0.9,-10.1,1.1
COCCCNC(=O)C[C@@H]1C[C@@]2(C(=O)OC)CC(C)(C)CC=C2N(Cc2ccccc2)C1=O,0.2,-6.7,-0.5
O=C(CCCCN1CCCCC1)c1ccc2c(c1)Cc1ccccc1-2,1.1,0.6,9.2
COCCOC(=O)c1c(C)oc2ccc(OC(=O)c3ccco3)cc12,2.5,-9.2,2.4
COc1ccc2nc(N/C(N)=N/C(=S)Nc3c(C)cccc3C)nc(C)c2c1,-0.4,-5.8,3.9
O=C(Cn1cnc([N+](=O)[O-])n1)N/N=C/c1cccc(Cl)c1,2.3,-0.7,-3.4
Cc1c(NC(=S)Nc2ccccc2)c(=O)n(-c2ccccc2)n1C,-2.9,4.0,3.3
CC(Oc1ccccc1Cl)C(=O)N1CCOCC1 (stereo not drawn),0.7,-7.5,-2.1
O=[N+]([O-])c1ccc2ncnc(Nc3ccc4c(c3)OCCO4)c2c1,-3.8,0.9,-2.1
Fc1ccc(NC(=S)Nc2cccc3cnccc23)cc1,0.7,9.7,-7.3
COc1ccc(CNC(=O)C(=O)N2CCC3(CC2)OCCN3S(=O)(=O)c2ccc(C)cc2)cc1,2.3,-8.6,1.2
Cc1cccc2c1ncc1c(=O)n(-c3ccccc3)[nH]c12,0.4,-11.5,3.0
Cc1cc[n+](-c2[nH]c(=O)sc2/C=N/NC([S-])=Nc2ccccc2)cc1,0.0,-355.9,2.5

# Bioassay records (PubChem BioAssay)
